Compound activity from PubChem.
LYPLA2 counter – blocks human lysophospholipase 2, a PME1 counter-screen | 320,000 tested, 0.38% active | recombinant LYPLA2, FP-Rh probe fluorescence polarization | AID 2177 | inhibition, % at 5.9 µM | O95372;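 active = inhibition above the screen-wide mean plus 3 SD, limit set per campaign, cut at about 26% in these data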;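 also: 0% = LYPLA2 with DMSO and 100% = wells lacking LYPLA2 enzyme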
Target sequence (O95372 whole entry, looked up): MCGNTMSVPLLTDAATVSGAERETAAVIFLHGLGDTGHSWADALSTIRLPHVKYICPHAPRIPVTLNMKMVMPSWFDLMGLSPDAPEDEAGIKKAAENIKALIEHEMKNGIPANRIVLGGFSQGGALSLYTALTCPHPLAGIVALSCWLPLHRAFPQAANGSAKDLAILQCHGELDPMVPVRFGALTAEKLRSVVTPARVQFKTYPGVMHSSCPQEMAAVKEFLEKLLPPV
LYPLA1 counter – counter-screen for PME1 inhibitors: inhibitors of human LYPLA1; inhibition, % at 5.9 µM; 320,000 tested, 0.16% active; recombinant LYPLA1, FP-Rh probe fluorescence polarization; O75608;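 active = inhibition above the mean of all tested compounds plus 3 SD, set per campaign, cut at about 14% in these data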;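 also: inhibitors block serine hydrolase probe labeling of LYPLA1 so polarization falls; 0% = enzyme with DMSO and 100% = wells lacking LYPLA1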
Target sequence (O75608 whole entry, looked up): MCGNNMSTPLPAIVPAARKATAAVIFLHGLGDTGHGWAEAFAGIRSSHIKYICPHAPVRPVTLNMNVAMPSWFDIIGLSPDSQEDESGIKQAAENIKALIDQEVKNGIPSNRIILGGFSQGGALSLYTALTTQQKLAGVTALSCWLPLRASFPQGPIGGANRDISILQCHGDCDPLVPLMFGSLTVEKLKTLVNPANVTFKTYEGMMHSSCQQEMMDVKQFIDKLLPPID
PAFAH1B3 FP inh – blocks human PAF acetylhydrolase 1B catalytic subunit 3. 340,000 tested, 0.28% active. inhibition, % at 3.39 µM. recombinant PAFAH1B3, FP-rhodamine probe, fluorescence polarization;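 active = inhibition above the screen-wide average of all tested compounds plus 3 SD, cut at about 25% in these data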;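 also: 0% = enzyme with DMSO only and 100% = wells lacking PAFAH1B3 protein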
Target sequence (Q15102 whole entry, looked up): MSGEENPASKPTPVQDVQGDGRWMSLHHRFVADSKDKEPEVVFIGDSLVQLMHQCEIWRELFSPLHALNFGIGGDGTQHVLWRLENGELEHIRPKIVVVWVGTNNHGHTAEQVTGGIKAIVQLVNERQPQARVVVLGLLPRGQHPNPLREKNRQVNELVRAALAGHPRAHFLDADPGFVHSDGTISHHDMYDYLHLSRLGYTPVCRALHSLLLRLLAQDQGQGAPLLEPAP
PAFAH2 inh – inhibitors of human PAFAH2; Q99487; recombinant PAFAH2, FP-rhodamine activity probe, fluorescence polarization; inhibition, % at 3.39 µM; 340,000 tested, 0.99% active;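 active = inhibition above the mean over all tested compounds plus 3 SD, cut at about 30% in these data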;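 also: inhibitors block probe labeling of enzyme so polarization drops; 0% = enzyme with DMSO and 100% = wells lacking PAFAH2 protein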
EBNA-1 inh – blocks EBNA-1 binding to DNA | 300,000 tested, 0.34% active | EBNA-1 DNA binding, fluorescence polarization | inhibition, % at 14.8 µM; in the data active = inhibition above about 28%
GSTO1 inh – GSTO1 inhibition, counter-screen for RBBP9 inhibitors | recombinant GSTO1, activity-based probe fluorescence polarization | AID 1974 | P78417 | inhibition, % at 5.96 µM | 300,000 tested, 1.1% active;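 active = inhibition above the campaign mean inhibition plus 3 SD, cut at about 35% in these data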;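 also: 0% = GSTO1-1 with DMSO and 100% = wells lacking GSTO1-1 enzyme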
PAD4 inh – blocks human protein arginine deiminase 4 | inhibition, % at 6.36 µM | recombinant PAD4, RCA probe fluorescence polarization | 330,000 tested, 0.41% active | Q9UM07;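 active = percent inhibition above a cutoff equal to the mean of all tested compounds plus 3 SD, cut at about 15% in these data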;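 also: 0% = PAD4 with RCA probe and DMSO and 100% = probe without PAD4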
PREPL inh – human PREPL enzyme inhibition; recombinant PREPL, fluorescence polarization activity-based probe; inhibition, % at 5.96 µM; 320,000 tested, 0.68% active; in the data active = inhibition above about 43%;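 also: 0% = enzyme with DMSO and 100% = wells lacking enzyme; many of its hits are not listed in these tables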
ZTA counter – blocks Epstein-Barr virus ZTA, an EBNA-1 counter-screen; P03206; ZTA-DNA binding, fluorescence polarization; inhibition, % at 11 µM; 320,000 tested, 0.15% active; in the data active = inhibition above about 33%
Target sequence (P03206 whole entry, looked up): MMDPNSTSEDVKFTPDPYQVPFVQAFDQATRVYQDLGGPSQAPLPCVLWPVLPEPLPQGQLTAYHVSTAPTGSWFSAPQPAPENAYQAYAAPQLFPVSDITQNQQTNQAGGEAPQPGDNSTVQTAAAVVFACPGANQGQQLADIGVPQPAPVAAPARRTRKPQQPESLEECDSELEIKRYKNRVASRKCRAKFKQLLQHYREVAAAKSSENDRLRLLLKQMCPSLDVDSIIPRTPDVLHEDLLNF
Starred values were filed as active, the others as inactive; / = not tested or not shown. The list is partial; the hit share may differ from the screen's.

SMILES	LYPLA2 counter	LYPLA1 counter	PAFAH1B3 FP inh	PAFAH2 inh	EBNA-1 inh	GSTO1 inh	PAD4 inh	PREPL inh	ZTA counter
COC(=O)Cn1c(=NC(=O)c2sc3ccccc3c2Cl)sc2cc(S(N)(=O)=O)ccc21	-31	-16	-22	-12	2	-11	-1	-4	19
CSc1ncccc1C(=O)OCC(=O)c1cccc(Br)c1	2	-9	10	-1	-13	3	-3	3	-12
Cc1occc1C(=O)Nc1cccc(S(=O)(=O)N2CCOCC2)c1	/	/	18	1	/	/	0	20	/
COc1ccccc1NC(=O)C(=O)NCCC1CCCCN1S(=O)(=O)c1ccc(F)cc1 (configuration not stated)	-9	-8	7	-1	11	-8	-1	-33	1
COCCCNC(=O)/C(C#N)=C/c1c(N2CCN(c3cccc(Cl)c3)CC2)nc2c(C)cccn2c1=O	-3	-2	1	0	2	-3	-2	18	7
CC(C)(C)c1ccc(C(=O)OCCNC(=O)c2c(Cl)nc3ccccn23)cc1	2	-2	7	-4	10	-1	-2	-18	-1
O=C1CCc2cc(S(=O)(=O)Nc3cccc(F)c3)cc3c2N1CC3	0	1	12	4	-3	8	2	2	6
COc1cccc(NS(=O)(=O)c2ccc(NC(C)=O)cc2)c1	1	-3	-1	4	11	1	-7	1	12
Cc1ccc2cc3c(NC(=O)c4ccco4)nn(C)c3nc2c1	1	-1	4	-1	-5	-5	-8	14	11
O=C(NCc1ccccc1Cl)c1cc(C(=O)C2CC2)c[nH]1	7	1	5	0	-10	-1	-5	8	9
CC(C)N1CCC(NC(=O)Nc2ccccc2)CC1	1	-6	7	3	0	-2	-3	1	14
Nc1ccc(-n2nncc2-c2ccco2)cc1	4	0	2	0	-10	8	1	2	-14
O=C(O)CCCc1ccc2ccc3cccc4ccc1c2c34	-2	1	3	0	11	31	2	0	16
O=C(c1ccncc1)N1CCN(S(=O)(=O)c2ccc(F)cc2)CC1	-1	-3	16	1	-8	3	-1	3	9
Cc1ccc(OCCCC(=O)Nc2ccc(N3CCOCC3)cc2)cc1	-5	-1	-6	-11	-7	5	5	22	8
O=[N+]([O-])c1cc(Cl)ccc1Oc1ccc(-c2nnco2)cc1	27*	7	8	2	-2	-3	-2	13	14
Cn1c(Cn2nnc3ccccc32)nnc1SCC(=O)Nc1ccc2c(c1)OCO2	4	2	2	0	-2	5	1	3	-12
O=C(NCCc1c[nH]c2ccccc12)C(F)(F)F	3	-2	0	2	2	5	0	14	-6
CCS(=O)(=O)NCC(c1ccco1)N1CCN(c2ccc(F)cc2)CC1 (configuration not stated)	-1	2	3	-7	3	0	-1	4	-5
Cc1cc(C)c(S(=O)(=O)c2c(C)cccc2C)c(OCC(C)C)n1	4	1	5	-3	16	-5	4	-8	3

Given with two lines to a compound: 4 of the compounds above.
Values run as follows: LYPLA2 counter, LYPLA1 counter, PAFAH1B3 FP inh, PAFAH2 inh, EBNA-1 inh, GSTO1 inh, PAD4 inh, PREPL inh, ZTA counter
Nc1ccc(-n2nncc2-c2ccco2)cc1
→ 4, 0, 2, 0, -10, 8, 1, 2, -14
Cc1cc(C)c(S(=O)(=O)c2c(C)cccc2C)c(OCC(C)C)n1
→ 4, 1, 5, -3, 16, -5, 4, -8, 3
O=[N+]([O-])c1cc(Cl)ccc1Oc1ccc(-c2nnco2)cc1
→ 27*, 7, 8, 2, -2, -3, -2, 13, 14
Cn1c(Cn2nnc3ccccc32)nnc1SCC(=O)Nc1ccc2c(c1)OCO2
→ 4, 2, 2, 0, -2, 5, 1, 3, -12

Continuation.
SMILES	LYPLA2 counter	LYPLA1 counter	PAFAH1B3 FP inh	PAFAH2 inh	EBNA-1 inh	GSTO1 inh	PAD4 inh	PREPL inh	ZTA counter
CCCCn1nnc(NC(=O)CC23CC4CC(CC(C4)C2)C3)n1	1	4	3	-2	4	7	-3	4	-12
Cc1ccc(NC(=O)CS(=O)CC(=O)N(C2CCCC2)C(C)C(=O)NC2CCCCC2)cc1 (configuration not stated)	-5	2	-2	-4	-10	-1	3	31	-7
Cc1ccc2sc(C)[n+](CCCS(=O)(=O)[O-])c2c1	-3	-1	-2	-16	-2	2	17*	5	-3
CC1(C)CC(=O)C(C=NCCc2ccc(S(N)(=O)=O)cc2)=C(O)C1	4	5	-5	-7	-1	41*	-3	5	-11
Cc1ccccc1/C=C/C1=NCCN1	-1	-3	1	-6	-10	10	-7	4	4
O=C(CSc1nnc(CNC(=O)c2ccccc2)o1)c1ccccc1	0	-2	-2	-6	-4	16	0	-3	10
COc1cc(C(=O)NCC(=O)N/N=C/c2ccccn2)cc(OC)c1OC	1	-3	6	0	4	0	0	7	-2
Cn1c(C(C(=O)NCC2CCCO2)N(CCc2ccccc2)C(=O)Cn2nnc3ccccc32)nc2ccccc21 (configuration not stated)	7	1	9	0	-1	-2	0	6	-16
CC1(CCc2ccccc2)NC(=O)N(CC(=O)N2CC(=O)Nc3ccccc32)C1=O (configuration not stated)	1	-3	-1	-3	9	0	1	-71	-11
NC(=O)c1cc(C(=O)Cc2ccccc2)c[nH]1	2	-2	3	1	-4	6	0	3	6
CCC(=O)NC(=S)Nc1ccc(NC(=O)c2ccco2)cc1	2	1	-3	2	2	2	1	2	1
COC(=O)CCCN1C(=O)c2cccc3cccc(c23)C1=O	-4	1	2	-9	4	3	3	6	-2
Cc1cc(C)c(C)c(S(=O)(=O)NNC(=O)c2cccc(S(=O)(=O)N3CCOCC3)c2)c1C	-1	-2	8	3	0	6	-1	-3	-5
Cc1[nH]c(=S)sc1Cc1ccc(Cl)c(Cl)c1	2	2	/	/	3	-4	0	16	-3
O=C(NC(Cc1c[nH]c2ccccc12)C(=O)N1CCOCC1)c1cccs1 (configuration not stated)	1	1	3	-4	-11	13	0	6	-5
Cc1nn(-c2ccccc2)c(Cl)c1/C=N/NC(=O)c1cccnc1	2	2	8	-3	-8	-2	-7	-8	8
Cc1cc(C)n2nc(C(=O)NCc3ccccc3)nc2n1	2	0	-2	-10	-6	0	1	4	3
O=C(CCSc1ccccc1)Nc1ccccc1Br	2	1	8	-3	1	0	3	-1	2
O=C(C1=C(O)C(=O)N(CCc2ccccc2)C1c1cccnc1)c1ccco1 (configuration not stated)	1	3	4	-5	-8	22	-3	-2	-13
Nc1nnc(N)c2ccccc12	0	3	6	1	-2	-3	0	1	1
O=C(O)c1ccc(S(=O)(=O)NCc2cccnc2)cc1	-2	0	1	-8	0	0	1	7	-13
Cn1c2ccccc2c(=O)c2c(=O)n(Cc3ccco3)c(-c3ccc(C(C)(C)C)cc3)nc21	1	-1	/	/	-12	0	-2	7	-11
Cc1cccc(C(=O)Nc2ccc3c(c2)ncn3C)c1	-3	-2	3	0	-2	-7	-6	-4	-2
COC(=O)N1[C@H](Cc2ccccc2)C=C[C@]1(C)C(=O)NCc1ccccn1	1	3	7	1	-7	2	1	15	-20
CC(OC(=O)CNC(=O)c1ccc(F)cc1)C(=O)Nc1ccc(S(=O)(=O)N2CCOCC2)cc1 (configuration not stated)	7	0	2	-4	/	/	1	9	9
COC(=O)[C@H](CC(C)C)NC(=O)N1CCC(C)CC1	3	-2	-2	-1	2	10	3	6	-1
Cc1ccc(-c2cc(Cc3ccc(N(C)C)cc3)c(=O)[nH]n2)cc1	1	1	/	/	3	4	1	38	-6
O=C(CN(c1ccccc1)S(=O)(=O)c1ccccc1)N1CCN(Cc2ccc3c(c2)OCO3)CC1	-2	-1	1	6	-9	3	5	-29	4
COCCCNC(=O)CS(=O)Cc1nc(-c2ccccc2C)oc1C (configuration not stated)	2	-2	-5	-3	-10	4	0	-3	-23
CC(Oc1ccccc1F)c1nnc(SCC(=O)Nc2ccc(N3CCOCC3)cc2)o1 (configuration not stated)	0	0	1	8	/	/	-1	4	5

PAD4 inh: hit marks shown above.
compound,PAFAH1B3 FP inh,PAFAH2 inh,EBNA-1 inh,PAD4 inh,PREPL inh
Cc1ccc2sc(C)[n+](CCCS(=O)(=O)[O-])c2c1,-2,-16,-2,17*,5

The results go on.
SMILES	LYPLA2 counter	LYPLA1 counter	PAFAH1B3 FP inh	PAFAH2 inh	EBNA-1 inh	GSTO1 inh	PAD4 inh	PREPL inh	ZTA counter
CCN(CC)CCOC(=O)c1ccc(N/C=C(/C#N)c2nc(-c3cccc(OC)c3)cs2)cc1	-4	-6	/	/	-2	-3	-6	-8	40*
COc1ccccc1CNC(=O)CCNC(=O)N1CC(=O)Nc2ccccc21	-2	2	5	13	0	-4	3	-11	10
Cc1cc(NC(=O)C2CCCCC2)ccc1NC(=O)c1ccccc1Cl	1	1	5	2	14	-3	-2	-3	17
O=C(Nc1cccc(Cl)c1)N1CCN(c2ncccn2)CC1	4	-2	2	2	2	-2	-2	-15	-4
COc1cccc(C(C(=O)NC(C)(C)C)N(Cc2ccc(C)cc2)C(=O)CCC(=O)Nc2cc(C)on2)c1OC (configuration not stated)	4	-4	-1	0	-7	8	1	-9	-11
CCCOc1ccc(CC(=O)NCC2(c3ccccc3)CCOCC2)cc1OC	3	-4	-4	-9	2	7	-2	-4	6
Cc1ccc(S(=O)(=O)NC(Cc2ccccc2)C(=O)O)cc1 (configuration not stated)	-1	1	0	3	-2	10	3	0	7
CC(=O)Nc1cc2ccccc2oc1=O	-8	-3	7	10	-2	1	-13	3	0
CCO[C@H]1OC(C(N)=O)=C[C@@H](C2CCCCC2)[C@@H]1CCCO	-5	-3	8	-4	0	6	-3	-4	-10
CCOC(=O)c1cc(N)cc([N+](=O)[O-])c1	9	0	5	-5	3	4	0	2	5
CCOC(=O)CSCC(=O)N1N=C(c2cccs2)CC1c1ccc(F)cc1 (configuration not stated)	3	-1	7	0	14	28	-2	-2	8
Cc1[nH]c(=S)c(C#N)c(C)c1Cc1ccc(Cl)cc1Cl	9	3	0	-3	10	0	-3	-1	-6
COc1ccc(N(C(=O)CNC(=O)c2ccco2)C(C(=O)NCC2CCCO2)c2ccccc2)c(OC)c1 (configuration not stated)	-5	-4	3	-4	-2	2	-6	-29	-10
CN(C)C(=O)C(=O)c1cccn1-c1cccc(Cl)c1C#N	7	-4	-5	-4	3	5	3	1	0
O=c1cc(-c2ccccc2)nc(Cc2c(Cl)cccc2Cl)[nH]1	-5	-6	5	1	7	5	3	1	12
O=C(CSc1nnc(-c2ccncc2)n1-c1ccc(Cl)cc1)N1CCOCC1	-2	-2	5	6	5	-3	-3	4	-1
Cc1ccc(S(=O)(=O)N(CC#N)CC#N)cc1	3	1	4	2	5	4	3	10	-6
CN1CCN(/C=N/c2c(C#N)cnn2Cc2ccccc2)CC1	2	1	6	-3	13	0	-2	12	4
Oc1oc(-c2ccccc2Br)nc1/C=N/c1ccccn1	0	-1	6	68*	-10	2	-4	10	9
O=C(CN1CCc2ccccc21)NC(=O)NCc1ccco1	-4	1	7	-5	-5	3	-2	-2	-4
O=C(NC1CCCCCC1)c1c2c(nc3ccccc13)CCN(Cc1ccccc1)C2	3	2	10	2	2	7	-2	10	-7
CS(=O)(=O)Nc1ccc(S(=O)(=O)Nc2nccs2)cc1	15	5	21	-14	4	8	-1	20	-3
COc1ccc(C(=O)COC(=O)c2cccnc2Cl)c(OC)c1	-3	-2	9	2	0	11	-14	-6	0
COc1ccc(-c2c(-c3cc(OC)c(OC)c(OC)c3)noc2C)cn1	-3	-4	8	6	9	2	-2	12	-4
CC(C)c1ccc(NC(=O)COC(=O)c2c[nH]c(=O)[nH]c2=O)cc1	6	-1	-1	2	1	2	0	12	-16
COC(=O)c1nn(-c2ccccc2)c(Sc2ccc(OC)cc2)c1/C=N/O	-1	3	10	-4	-3	6	-1	-2	-1
Cc1cccc(NC(=O)CSc2nnc(CCC(=O)Nc3ccc(C)c(Cl)c3)n2C)c1	0	3	-8	-1	8	-8	4	13	-10
Cc1cc(O)c(C=Nc2ccc(Cl)cn2)c(=O)o1	-5	-1	-6	3	-1	5	-3	5	0
CCCCSc1oc(-c2ccco2)nc1S(=O)(=O)c1ccccc1	1	0	1	8	6	-6	-3	-5	14
COc1cc2c(cc1OC)CN(c1ccc([N+](=O)[O-])cc1Cl)CC2	2	-4	8	2	-3	-2	0	23	9
